Tb PFK inh: inhibitors of T. brucei phosphofructokinase; O15648; T. brucei PFK, ADP-Glo luminescence; Potency, µM (titrated, usually from 57.5 µM), for the others: top-dose activity, negative = inhibition, usual class: inhibitors; hit rate 0.17% among 330,000; AID 485367;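 further: potency means the concentration at half of the fitted maximal effect; 0% = uninhibited 1x PFK enzyme wells and -100% = no-enzyme wells; nearly all actives have a fitted effect of over 60% in size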
Target sequence (O15648 whole entry, looked up): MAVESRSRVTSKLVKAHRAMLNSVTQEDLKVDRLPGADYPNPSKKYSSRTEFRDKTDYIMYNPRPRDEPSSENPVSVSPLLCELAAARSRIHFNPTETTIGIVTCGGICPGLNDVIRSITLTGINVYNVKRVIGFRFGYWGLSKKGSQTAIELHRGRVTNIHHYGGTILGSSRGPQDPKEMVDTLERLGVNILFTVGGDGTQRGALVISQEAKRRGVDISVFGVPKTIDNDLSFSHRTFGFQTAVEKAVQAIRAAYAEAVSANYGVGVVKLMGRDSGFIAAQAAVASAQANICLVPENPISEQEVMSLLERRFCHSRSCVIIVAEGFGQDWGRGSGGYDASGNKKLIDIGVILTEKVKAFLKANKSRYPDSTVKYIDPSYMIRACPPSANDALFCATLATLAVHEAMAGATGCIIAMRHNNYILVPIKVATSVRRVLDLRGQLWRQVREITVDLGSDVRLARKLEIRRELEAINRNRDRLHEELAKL
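PFK 1.25 nM, F6P 0.5 mM, ATP 0.1 mM, 0.1 M TEA pH 8.0, 5 mM MgCl2, 0.01% Tween20, 0.1% BSA; 45 min RT. ADP-Glo readout. qHTS titration up to 57 uM; curves fitted, compounds curve-classed.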
A-T KAP1 phos: candidate therapy for ataxia-telangiectasia; […] A-T fibroblasts, KAP-1 phosphorylation AlphaLISA; neocarzinostatin DNA damage 30 min before lysis; Potency, µM (highest dose often 57.5 µM), for inactives: at the highest dose activation, usual class: activators; hit rate 0.19% among 320,000; AID 485349; further: potency means the concentration at half of the fitted maximal effect; % of control where 0% means no effect; nearly all actives have a fitted effect of over 45% in size
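hTERT-immortalized A-T patient fibroblasts ([…]), 500 cells/well in OPTI-MEM, 1% FBS, got compounds for 60 min, then NCS for 30 min at 37C. Lysates were then assayed for phospho-KAP-1 by AlphaLISA (anti-pKAP1 donor, anti-KAP1 acceptor beads), 6 hr at 25C.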
TSG101-PTAP inh: blocks PTAP/TSG101 interaction to inhibit HIV-1 budding | Fluorescence polarization, FITC-PTAP peptide / Tsg101 binding | Potency, µM (series often up to 115 µM), without a hit: at the highest dose activity change, negative = inhibition, actives largely listed as inhibitors | 340,000 tested, under 10 active; active means well fitted inhibition curve with a large enough effect in the main read-out, with a control signal flat, not every such curve was filed as active; inconclusive means small, poorly fitted or top-dose-only effect, or effect the other way, or a change in a side signal; inactive means no such curve, though single readings can be large or run the other way; further: potency means the concentration at half of the fitted maximal effect; % of control where 0% means no effect
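Fluorescence anisotropy tracks displacement of a FITC-tagged PTAP peptide (50 nM) from the Tsg101 binding domain (10 uM), following a 20 min room-temperature incubation at pH 7.5.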
a7 integrin act: activates integrin-mediated alleviation for muscular dystrophy; alpha7betagal myoblasts, beta-gal FDG fluorescence, 48 h; Potency, µM (titrated, usually from 38.3 µM), inactives show at the highest dose activation, hits mostly activators; hit rate 0.064% among 350,000; AID 624291;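 further: potency means the concentration at half of the fitted maximal effect; 100% = response of the positive control SU9516; nearly all actives have a fitted effect of over 60% in size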
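alpha7betagal+/- myoblasts (passage 13, 250/well) treated 48 h at 37C with compounds at 1:260 dilution of DMSO stock. Lysed, then beta-galactosidase activity read as FDG fluorescence (ex 480/em 540) after 30 min, with pre-read for autofluorescence.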
ELG1 repair inh: blocks ELG1-dependent DNA repair in HEK293T cells. Potency, µM (series often up to 46.1 µM), for the others: at the highest dose activity change, negative = inhibition, hits mostly inhibitors. hit rate 2.3% among 330,000. HEK293T ELG1-luciferase reporter, luminescence, 16 h; DNA damage induced by 5-fluorouridine. AID 504467; further: potency means the concentration at half of the fitted maximal effect; on the % scale 0 is the no-effect control and ±100 the full control effect; nearly all actives have a fitted effect of over 55% in size
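5-Fluorouridine DNA damage + compound/DMSO, 2,000 cells/well, 16 h, 37 °C/5% CO2. ONE-Glo, 30 min RT, luminescence. Readout = decrease in reporter signal.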
Mito fusion yeast: mitochondrial division inhibition or fusion activation; S. cerevisiae fusion-defective mutant growth rescue, CellTiterGlo 48 h; Potency, µM (series often up to 46.1 µM), inactives show at the highest dose growth rescue (activation), usual class: activators; hit rate 0.23% among 320,000; AID 485298;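 further: potency means the concentration at half of the fitted maximal effect; % of control where 0% means no effect; nearly all actives have a fitted effect of over 45% in size; temperature-sensitive fusion mutants such as fzo1-1 at 37 °C on non-fermentable ethanol glycerol medium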
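Temperature-sensitive fusion-defective S. cerevisiae (e.g. fzo1-1, mgm1-5) were grown with compound in YPEG medium (3% ethanol, 3% glycerol) for 48 hours at 37C. Growth rescue was measured as viability by CellTiterGlo luminescence after 10 minutes at ambient.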
Eya2 inh: inhibitors of human Eya2 phosphatase activity; recombinant Eya2, OMFP fluorescence dephosphorylation (OMFP is methylfluorescein phosphate); Potency, µM (top dose mostly 76.9 µM), inactives show at the top dose activity, negative = inhibition, most hits filed as inhibitors; O00167; hit rate 0.006% among 330,000; further: potency means the concentration at half of the fitted maximal effect; on the % scale 0 is the no-effect control and ±100 the full control effect
Target sequence (O00167 whole entry, looked up): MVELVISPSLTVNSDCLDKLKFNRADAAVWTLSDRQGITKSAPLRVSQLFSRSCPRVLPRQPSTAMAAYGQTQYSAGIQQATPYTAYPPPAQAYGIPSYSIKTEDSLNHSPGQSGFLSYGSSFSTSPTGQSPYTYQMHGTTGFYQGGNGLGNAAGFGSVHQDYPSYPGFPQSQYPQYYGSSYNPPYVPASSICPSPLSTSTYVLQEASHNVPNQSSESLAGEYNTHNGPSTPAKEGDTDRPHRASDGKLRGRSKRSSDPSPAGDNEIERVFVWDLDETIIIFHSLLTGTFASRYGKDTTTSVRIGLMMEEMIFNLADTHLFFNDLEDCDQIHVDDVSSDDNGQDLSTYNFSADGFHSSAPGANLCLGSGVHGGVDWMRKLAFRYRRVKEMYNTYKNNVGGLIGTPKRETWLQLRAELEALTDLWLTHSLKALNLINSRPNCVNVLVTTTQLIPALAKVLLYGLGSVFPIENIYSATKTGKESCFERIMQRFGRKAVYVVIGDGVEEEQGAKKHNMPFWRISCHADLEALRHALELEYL
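Eya2 (0.2 uM) preincubated 10 min at ambient with compound, then OMFP substrate added at 50 uM; 10 min reaction in 50 mM HEPES pH 7.5, 50 mM NaCl, 5 uM MgCl2, 0.05% BSA, 1 mM DTT. Fluorescence read at Ex 485/Em 525 nm.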
TCR activator: T cell receptor activation | AID 504894 | 330,000 tested, under 10 active | primary human leukocytes, anti-CD3, IL-2 HTRF, 48 h | Potency, µM (top dose mostly 9.22 µM), for inactives: at the highest dose activation of IL-2 secretion, actives largely listed as activators; further: % of control where 0% means no effect
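48 hr co-incubation of compounds, a-CD3 beads and primary human leukocytes; IL-2 quantified homogeneously by HTRF with anti-IL-2 K and d2 conjugates.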
Chronic BCR inh: inhibitors of chronic active B-cell receptor signaling; ABC-DLBCL IkBa-CBG/CBR reporter, luminescence ratio, 4 h; Potency, µM (doses to about 46.1 µM), without a hit: at the top dose ratio change, negative = lower green/red ratio, hits mostly inhibitors; hit rate 0.05% among 340,000; active means well fitted inhibition curve with a large enough effect in the signal ratio, with a control signal flat, not every such curve was filed as active; inconclusive means small, poorly fitted or top-dose-only effect, or effect the other way, or a change in a side signal; the % refers to the signal ratio;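 further: potency means the concentration at half of the fitted maximal effect; plate controls were basal doxycycline-induced cells for no effect and cells given 10 µM MG132 for full effect; MG132 reads +100%, hits lower the ratio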
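TMD8 ABC-DLBCL cells carrying doxycycline-inducible green luciferase fused to IkappaBalpha plus unfused red luciferase were exposed to compounds (up to 46 uM) for 4 hrs at 37C. Activity came from the overlap-corrected green/red luminescence ratio.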
ASM inhibitor: inhibitors of human secretory acid sphingomyelinase; P17405; placental ASM, HMU-PC fluorogenic substrate, 60 min; Potency, µM (series often up to 57.5 µM), without a hit: at the highest dose activity change, negative = inhibition, hits mostly inhibitors; hit rate 0.006% among 340,000; AID 504937; further: potency means the concentration at half of the fitted maximal effect
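Steps: dispense placental human ASM, pin compound, wait 10 min at room temperature, add HMU-PC0 substrate at 9 uM final, incubate 60 min at 37 °C, add stop solution raising pH to 10, read fluorescence.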
TSHR antagonist: human thyrotropin receptor antagonism; P16473; AID 504810; activity change, negative = inhibition, % at 11.5 µM; hit rate 0.2% among 330,000; TSHR-expressing cells, TSH-stimulated cAMP HTRF, 2 h; hits give low values;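 active means activity change below a set negative limit, meaning inhibition stronger than a set level, cut at about -70% in these data; inconclusive means activity change between two set negative limits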; further: on the % scale 0 is the no-effect control and ±100 the full control effect
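TSHR-expressing cells were treated with compounds, then stimulated with TSH at EC80 (4nM final) for 2 hours at 37 deg C. Cellular cAMP was measured by HTRF competition between lysate cAMP and cAMP-d2 for a cryptate-labelled anti-cAMP antibody.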
The depositor's hits bear a star; ? = inconclusive; / = not tested or not shown; [ ] = remark or other dose. Unless noted, the call rests on the fitted dose curve; in most records, active means well fitted curve in the direction sought with a large enough effect; inconclusive means small, poorly fitted or top-dose-only effect, or another doubt; inactive means no such curve, though single readings can be large; an effect the other way counts as inactive or inconclusive.

SMILES	Tb PFK inh	A-T KAP1 phos	TSG101-PTAP inh	a7 integrin act	ELG1 repair inh	Mito fusion yeast	Eya2 inh	TCR activator	Chronic BCR inh	ASM inhibitor	TSHR antagonist
CC(C)CCNC(=O)C1CCC(CNc2c(N3CCCC3)c(=O)c2=O)CC1 (stereo not given)	0.8%	10.1%	-6.1%	5.0%	2.7%	1.9%	0.1%	-6.1%	-2.9%	0.9%	13.9
CC(=O)c1cccc(NC(=S)NC(=O)c2cccc(C)c2)c1	-5.1%	5.1%	-0.6%	5.5%	?	25.6%	-5.3%	10.3%[46.1 µM]	-8.8%	5.1%	-3.4
Cc1ccccc1/C=C\c1nc2ccccc2c(=O)[nH]1	-2.7%	-2.7%	-0.7%	-59.2%[inhibitor]	?	7.0%	-2.6%	-2.1%	?	-3.8%	4.4
NC(=O)c1ccc(C(=O)N/N=C/c2cccc(Oc3ccccc3)c2)cc1	-6.7%	4.7%	-1.4%	?	7.9%	0.2%	-13.5%	3.8%	0.4%	-2.9%	-10.7
O=C(NCc1ccccc1)C1c2ccccc2Oc2ccccc21	0.4%	-3.9%	0.3%	25.0%	-8.9%	6.8%	4.0%	6.4%	?	-2.3%	25.6
CCOC(=O)c1c(C)oc2c1c(C(c1ccncc1)N1CCOCC1)c(O)c1ccccc12 (stereo not given)	-0.9%	?	-3.0%	-58.4%[inhibitor]	?	20.5%	-6.3%	1.4%	?	17.1%	6.4
CC(NC(=O)c1ccc(Br)o1)c1ccccc1 (stereo not given)	1.9%	-1.2%	-4.4%	7.3%	1.2%	-4.4%	5.9%	-4.2%	-1.9%	1.5%	-6.7
CCC(=O)N[C@@H]1CC(C(C)(C)NC(=O)CC)CC=C1C (stereo not given in full)	0.0%	-5.7%	-5.5%	-14.3%	-1.0%	-2.0%	-13.1%	1.4%	-2.7%	-2.5%	1.6
CCCCCn1c(=N)c(S(=O)(=O)c2ccc(Cl)cc2)cc2c(=O)n3cccc(C)c3nc21	2.5%	-1.2%	-3.2%	0.0%	21.9%	7.3%	-10.7%	3.8%	10.8%	7.8%	7.0
CCOC(=O)c1c(NC(=O)C2CCCO2)sc(C(N)=O)c1C (stereo not given)	-0.3%	-2.6%	-4.8%	-7.7%	-3.0%	0.3%	-4.6%	2.9%[46.1 µM]	-0.5%	3.3%	-3.1

(next part)
SMILES	Tb PFK inh	A-T KAP1 phos	TSG101-PTAP inh	a7 integrin act	ELG1 repair inh	Mito fusion yeast	Eya2 inh	TCR activator	Chronic BCR inh	ASM inhibitor	TSHR antagonist
O=S(=O)(c1cnccc1N1CCN(/N=C/c2ccccc2)CC1)N1CCCCC1	-1.2%	3.7%	-1.4%	0.0%	-10.4%	4.1%	13.0%	-14.8%	-0.8%	-7.8%	-4.9
CCS(=O)(=O)N1CCC2(CC1)OCCN2S(=O)(=O)c1ccc(OC)cc1	-1.1%	-1.1%	2.8%	30.6%	7.9%	-4.9%	16.4%	0.4%	?	2.2%	1.9
CCOC(=O)c1cc(C)sc1NC(=O)CSC1=NCCS1	0.1%	2.8%	-6.5%	-54.9%[inhibitor]	-19.5%	-8.1%	6.1%	-0.6%	8.6%	-6.8%	-18.6
COc1ccc2ccccc2c1CNC(=O)CC1C(=O)NCCN1CC(C)(C)C (stereo not given)	1.5%	7.0%	2.7%	15.9%	13.3%	-0.2%	-26.8%	13.5%	1.3%	5.0%	-1.7
O=C(CCN1C(=O)C2C3CCC(C3)C2C1=O)OCC(=O)c1ccccc1 (stereo not given)	-2.4%	7.1%	-3.9%	-5.0%	3.0%	-5.5%	6.0%	-3.3%	8.2%	0.8%	-2.7
CCOc1ccccc1OCC(=O)Nc1cccc(S(=O)(=O)N2CCCCCC2)c1	-4.4%	36.7%	-5.4%	-45.4%[inhibitor]	?	?	-39.7%	-1.5%	?	2.7%	9.5
C[C@H](NC(=O)c1ccccc1)C(=O)N1CCC2(CC1)NCCc1[nH]cnc12	3.9%	-0.1%	-3.4%	8.4%	12.9%	4.0%	4.4%	5.4%	-1.0%	0.4%	7.3
O=C(Nn1c(-c2ccncc2)nc2ccccc2c1=O)c1ccc([N+](=O)[O-])cc1Cl	-2.1%	-0.7%	-0.1%	-55.8%[inhibitor]	-2.4%	-1.9%	-0.5%	-2.1%	4.2%	2.1%	-2.4
O=C(c1cc(-c2ccc(Cl)cc2)on1)N1CCOCC1	-3.4%	7.4%	-17.4%	-5.0%	?	0.0%	0.8%	6.2%	?	1.9%	-6.7
Cc1ccccc1SCc1noc(C(=O)NC(C)C)c1C(=O)O	-1.0%	10.0%	-4.3%	16.1%	9.0%	7.8%	24.8%	3.4%	?	4.4%	29.7

Carrying on.
SMILES	Tb PFK inh	A-T KAP1 phos	TSG101-PTAP inh	a7 integrin act	ELG1 repair inh	Mito fusion yeast	Eya2 inh	TCR activator	Chronic BCR inh	ASM inhibitor	TSHR antagonist
CCN(CC)C(=O)Cn1c(=O)n(CCCCCC(=O)Nc2ccccc2)c(=O)c2sccc21	0.1%	2.9%	0.2%	-15.2%	0.5%	0.0%	2.9%	-0.5%[46.1 µM]	-0.5%	/	3.8
O=C1CSC(c2ccccc2)N1c1ccc(F)cc1F (stereo not given)	1.8%	-2.4%	0.2%	8.6%	11.0%	-10.3%	-2.7%	-0.9%	1.5%	4.0%	-2.8
Cn1nnnc1SCC(=O)Nc1ccc(C(=O)N2CCN(Cc3ccccc3F)CC2)cc1	-1.1%	10.6%	-2.3%	-9.9%	-2.0%	0.6%	-11.6%	-5.3%	2.4%	-2.1%	-12.9
CCc1ccc(NC(=O)CN2C(=O)C(=O)N(Cc3ccccc3)C2=O)cc1	3.4%	-12.6%	/	/	-12.3%	-0.7%	16.9%	/	?	/	20.9
Cc1ccc(S(=O)(=O)Nc2nc3ccccc3nc2NCC2CCCO2)cc1C (stereo not given)	-0.5%	-38.5%	-4.0%	?	-10.1%	12.3%	0.4%	-0.2%	-0.5%	9.7%	-2.4
C=CCNC(=O)NC(=O)CN1C(=O)NC(c2ccccc2)(c2ccccc2)C1=O	-1.3%	-1.5%	-0.1%	-31.4%	-2.2%	-1.1%	-0.4%	4.7%	?	16.0%	3.5
Cn1c(=NC(=O)CS(=O)(=O)c2ccccc2)sc2ccccc21	-4.0%	-2.9%	-2.7%	-3.7%	?	1.6%	14.6%	-0.8%	?	/	-4.6
CCC(C)c1ccccc1N1CC(C(=O)N2CCN(S(=O)(=O)c3cccc([N+](=O)[O-])c3)CC2)CC1=O (stereo not given)	0.0%	3.4%	-6.8%	13.8%	-8.1%	-4.0%	8.9%	6.8%	-0.1%	/	8.1
CCN(CC(=O)Nc1ccc(OC)cc1)C(=O)c1cc(-c2cccs2)nn1-c1ccccc1	3.7%	1.2%	-1.5%	-10.3%	?	23.9%	-4.0%	1.5%	-10.9%	-6.9%	-9.8
COc1ccc(-c2nc3ccccc3o2)cc1NC(=O)c1ccc(Br)o1	-0.8%	8.0%	0.2%	-5.8%	-5.0%	1.4%	2.8%	0.7%	?	-2.1%	2.3
O=C(Nc1ccc(SC(F)F)cc1)C1=CC=CN2CCS(=O)(=O)N=C12	-2.7%	-2.0%	-1.1%	-16.9%	?	-1.8%	1.0%	-3.7%	?	-2.0%	1.7
CC(=O)c1ccn(S(=O)(=O)c2ccc(Cl)cc2)c1	0.1%	4.1%	-4.4%	40.3%	23.9%	1.4%	20.3%	10.4%	?	4.2%	-9.3

2 compounds from above, reduced to Chronic BCR inh, Tb PFK inh and TCR activator.
SMILES | Chronic BCR inh | Tb PFK inh | TCR activator
Cc1ccc(S(=O)(=O)Nc2nc3ccccc3nc2NCC2CCCO2)cc1C (stereo not given) | -0.5% | -0.5% | -0.2%
C=CCNC(=O)NC(=O)CN1C(=O)NC(c2ccccc2)(c2ccccc2)C1=O | ? | -1.3% | 4.7%

Source: PubChem (National Center for Advancing Translational Sciences (NCATS))
